KDM5B inh: inhibitors of human KDM5B histone demethylase. AID 1347165. KDM5B demethylase, FDH-coupled NADH fluorescence (FDH is formaldehyde dehydrogenase). Potency, µM (titrated, usually from 57.7 µM), for the others: at the highest dose activity change, negative = inhibition, usual class: inhibitors. 2.6% of 220,000 active; active = well fitted inhibition curve with a large enough effect; inconclusive = small, poorly fitted or top-dose-only effect; inactive = no such curve, though single readings can be large or run the other way; note: 0% is about no effect; nearly all actives have a fitted effect of over 70% in size
Target sequence (Q9UGL1 whole entry, looked up): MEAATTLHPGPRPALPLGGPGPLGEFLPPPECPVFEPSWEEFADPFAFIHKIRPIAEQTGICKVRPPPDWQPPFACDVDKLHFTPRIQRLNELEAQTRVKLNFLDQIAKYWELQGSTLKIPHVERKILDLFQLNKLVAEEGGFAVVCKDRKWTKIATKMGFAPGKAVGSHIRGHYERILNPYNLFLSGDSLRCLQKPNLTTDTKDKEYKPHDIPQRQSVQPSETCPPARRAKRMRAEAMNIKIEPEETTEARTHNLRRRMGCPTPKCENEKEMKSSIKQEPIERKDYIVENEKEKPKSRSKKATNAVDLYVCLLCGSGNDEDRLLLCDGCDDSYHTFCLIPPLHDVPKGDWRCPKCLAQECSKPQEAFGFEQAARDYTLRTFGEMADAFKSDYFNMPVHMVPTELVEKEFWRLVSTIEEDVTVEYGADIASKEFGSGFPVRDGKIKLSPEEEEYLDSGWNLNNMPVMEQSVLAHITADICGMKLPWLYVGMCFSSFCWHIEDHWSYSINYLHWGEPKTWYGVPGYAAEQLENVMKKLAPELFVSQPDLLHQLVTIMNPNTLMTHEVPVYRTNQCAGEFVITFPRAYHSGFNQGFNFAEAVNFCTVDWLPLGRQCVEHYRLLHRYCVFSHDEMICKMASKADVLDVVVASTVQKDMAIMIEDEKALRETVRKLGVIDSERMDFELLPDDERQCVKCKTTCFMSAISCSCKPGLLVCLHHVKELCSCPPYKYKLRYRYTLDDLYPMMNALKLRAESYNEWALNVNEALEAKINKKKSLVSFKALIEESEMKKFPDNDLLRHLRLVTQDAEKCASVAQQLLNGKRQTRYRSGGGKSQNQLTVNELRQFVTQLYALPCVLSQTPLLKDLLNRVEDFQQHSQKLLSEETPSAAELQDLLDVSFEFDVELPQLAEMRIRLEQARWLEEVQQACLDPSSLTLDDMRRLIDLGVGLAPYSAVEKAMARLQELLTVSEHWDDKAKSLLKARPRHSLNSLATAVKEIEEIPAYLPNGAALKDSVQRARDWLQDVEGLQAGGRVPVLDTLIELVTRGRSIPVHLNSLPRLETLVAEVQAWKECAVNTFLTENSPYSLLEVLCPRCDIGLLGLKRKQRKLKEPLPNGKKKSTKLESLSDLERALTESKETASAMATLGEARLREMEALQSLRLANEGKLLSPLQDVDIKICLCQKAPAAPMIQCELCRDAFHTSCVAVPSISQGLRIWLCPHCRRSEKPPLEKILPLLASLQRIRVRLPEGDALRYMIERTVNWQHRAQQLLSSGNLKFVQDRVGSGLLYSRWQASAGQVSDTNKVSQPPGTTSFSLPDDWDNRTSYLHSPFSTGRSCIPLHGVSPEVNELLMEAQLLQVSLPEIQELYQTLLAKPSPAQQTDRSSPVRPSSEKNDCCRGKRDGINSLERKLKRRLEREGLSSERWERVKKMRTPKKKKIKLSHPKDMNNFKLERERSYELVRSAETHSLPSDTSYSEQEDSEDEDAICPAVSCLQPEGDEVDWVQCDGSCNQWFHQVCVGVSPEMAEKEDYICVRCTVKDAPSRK
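Here, H3K4me3 peptide (12.5 µM in substrate mix) is demethylated by KDM5BΔAP, 200 nM final, after 10 min compound exposure. Formaldehyde product is coupled through FDH (0.25 U/mL in mix) to NADH fluorescence; 30-min ΔRFU feeds dose-response curves.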
The depositor's hits bear a star; ? = inconclusive; [ ] = dose if it differs, or a comment. Potency is the fitted concentration of half-maximal effect. Not all compounds are listed; the hit share may differ from the screen's.

SMILES	KDM5B inh
CC(C)CC(=O)N1CCC2(CC1)c1nccn1-c1ccccc1CN2C	11%
CCCC(=O)c1cn(Cc2ccccc2C#N)c2ccccc12	-8%
COc1cccc(NC(=O)c2cccn(Cc3ccccc3C)c2=O)c1	?
Cn1nc(-c2ccc(F)cc2)cc1[C@H]1CN2CC[C@H]1C[C@@H]2CNS(=O)(=O)c1cccs1	-4%
CCCCc1cn(C[C@H]2C[C@@H]3CCN2C[C@@H]3C(=O)NCc2ccc(F)cc2)nn1	18%[86.2 µM]
CC(C)NC(=O)N1CCC2(CC1)c1nccn1-c1ccccc1CN2C	-12%
O=C(c1cccs1)C1CCCN(Cc2nc(-c3ccccn3)no2)C1 (configuration not stated)	5%
Cc1ccc(Cn2ccccc2=N)cc1	7%
CCC(C(=O)N1CCC(C#N)(c2ccccc2)CC1)n1cccn1 (configuration not stated)	0%
Cn1nc(C2CCCC2)cc1[C@H]1CN2CC[C@H]1C[C@@H]2CNS(=O)(=O)c1ccccc1	24%[86.2 µM]
CC(=O)C(C#N)c1ccccc1 (configuration not stated)	12%
O=C(NC[C@H]1C[C@@H]2CCN1C[C@@H]2CN1CCCCC1)c1ccc2c(c1)OCO2	-21%[86.2 µM]
Cc1ccc2c(n1)N(C)[C@H](CO)CCN(C1COC1)C2	32µM*
CC1CCN(C[C@H]2CN3CC[C@H]2C[C@@H]3CNC(=O)c2ccc3c(c2)OCO3)CC1	-9%[86.2 µM]
CC[C@H]1CN2CC[C@H]1C[C@@H]2CNC(=O)c1ccc(-c2ccccc2)cc1	22%[86.2 µM]
O=C(Nc1ccccc1)Nc1ccc2n(c1=O)C[C@H]1C[C@@H]2CN(C(=O)c2ccccc2)C1	?
CN1CCN(C(=O)Cc2c[nH]c3ncc(-c4cccc(Cl)c4)cc23)CC1	35µM*
O=C([C@H]1CN2CCC1C[C@@H]2Cn1cc(CCO)nn1)N1CCOCC1 (some centres not stated)	-18%[86.2 µM]
CC(C)NC(=O)OC[C@H]1C[C@@H]2CCN1C[C@@H]2c1cc(-c2ccc(F)cc2)nn1C	5%[86.2 µM]
CC12CNCC(C)(CNC1)C2=O	6%
O=C(O)CNC1c2ccccc2CSc2ccccc21 (configuration not stated)	-7%
COC[C@H]1CCCN1C[C@H]1CN2CC[C@H]1C[C@@H]2CNC(=S)Nc1ccc(-n2cccn2)cc1	-12%
O=C1N(Cc2cccnc2)C[C@H]2CN(C3CCOCC3)CCN12	4%[86.2 µM]
Cc1ccc(S(=O)(=O)NC[C@H]2C[C@@H]3CCN2C[C@@H]3CN2CCSCC2)cc1	-6%[86.2 µM]
CN1C(=O)[C@H]2CN(Cc3ccc(Br)s3)C[C@H]2C1=O	-6%

Going on with the list:
SMILES	KDM5B inh
O=C(N1CCCC1)N1C2CCC1CN(Cc1cccnc1)C2	24%[149 µM]
CN1CCN(C(=O)Cc2c[nH]c3ncc(-c4ccc(F)c(Cl)c4)cc23)CC1	40µM*
COc1cc2c(cc1OCC1CC1)NC(=O)C21CCN(C(=O)CCc2cccnc2)CC1	15%[86.2 µM]
Cc1cc(C=C(C#N)C#N)c(C)n1C1CC1	-13%
CCOP(=O)(OCC)c1ccc(OP(=O)(c2cccc([N+](=O)[O-])c2)c2cccc([N+](=O)[O-])c2)cc1	22%
CCCCCc1nc2ccccc2c(=O)n1-c1ccc(C)cc1	4%
CCN(CC)C(=O)c1ccc(N(Cc2ccccc2)S(C)(=O)=O)cc1	10%
COc1cc2c(cc1OC1CCCC1)NC(=O)C21CCN(c2ncc(F)cn2)CC1	?
CCN1CCc2ccccc2C1	7%
COC(=O)c1ccc(NC(=O)COC(=O)c2cn(C)c3ccccc23)cc1	-28%
COc1ccc(-c2cc([C@H]3CN4CC[C@H]3C[C@@H]4CNC(=O)Nc3cccc(C(C)=O)c3)n(C)n2)cc1OC	-29%
Cc1nc(CN2CCNCC2)cs1	-14%
Cc1ccc(NC(=O)N2C[C@@H]3C[C@H](C2)c2c(-c4cccs4)ccc(=O)n2C3)cc1	3%[86.2 µM]
N#Cc1cncc(N2CC3CCC(C2)N3CC(F)(F)F)c1	-1%[149 µM]
COc1ccc2c(c1)C1(CCN(C(=O)COc3ccc(Cl)cc3)C1)C(=O)N2C (configuration not stated)	-13%
CC(C)NC(=O)[C@H]1CN2CCC1C[C@@H]2Cn1cc(CN(C)Cc2ccccc2)nn1 (some centres not stated)	-19%[86.2 µM]
O=[S+]1([O-])NC2(CCN(Cc3ccccc3)C2)COc2ccncc21 (configuration not stated)	19%[115 µM]
Cc1[nH]nc2c1C(c1ccc(-c3ccccc3)o1)SCC(=O)N2 (configuration not stated)	?
O=C(C1CCCCC1)N1C[C@@H]2C[C@H](C1)c1c(-c3ccc(Cl)cc3)ccc(=O)n1C2	0%[86.2 µM]
CSc1ccccc1C(=O)C1CCCN(Cc2ccncc2)C1 (configuration not stated)	?
O=C(Cc1ccc(CO)cc1)N1CCN(Cc2cn[nH]n2)CC(O)C1 (configuration not stated)	34%
CC1CCC2[C@@H](C)C(=O)OC3O[C@]4(C)CCC1C32OO4 (some centres not stated)	22%
O=C([C@H]1CN2CCC1C[C@@H]2Cn1cc(COc2ccccc2)nn1)N1CCOCC1 (some centres not stated)	-7%[86.2 µM]
Cc1oc2cc(OC(=O)N(C)C)ccc2c(=O)c1-c1ccccc1	-3%
CC1(C)CC(N(CCc2ccccc2)Cc2ccccc2)CCO1 (configuration not stated)	-1%

Following part:
SMILES	KDM5B inh
C#C[C@H]1CN2CC[C@H]1C[C@@H]2CNC(=O)Nc1cccc(SC)c1	-15%[86.2 µM]
CC(C)(O)c1cn(C[C@H]2CC3CCN2C[C@@H]3C(=O)NC2CCCCC2)nn1 (some centres not stated)	-11%[86.2 µM]
CCOC(=O)c1[nH]ncc1CN1CCCC(C(=O)c2cccc(Cl)c2)C1 (configuration not stated)	16%
O=[S+]1([O-])NC2(CCN(CC3CCCC3)C2)COc2ccncc21 (configuration not stated)	-16%[149 µM]
FC(F)(F)Oc1ccc(C2NCc3ccccc3-n3cccc32)cc1 (configuration not stated)	-14%
O=[S+]1([O-])NCC2(CCN(CC3CCCC3)C2)Oc2ncccc21 (configuration not stated)	9%[115 µM]
COc1ccccc1-c1cc([C@H]2CN3CC[C@H]2C[C@@H]3CNC(=O)c2ccc(C)cc2)n(C)n1	-6%
CN1C[C@@H]2OCC(=O)N[C@@H]2C1	9%[149 µM]
CCOc1ccccc1CN1CCN(c2ccccc2)CC1	?
O=C(c1cn(CCCCn2cc(C(=O)C(F)(F)F)c3ccccc32)c2ccccc12)C(F)(F)F	27%
COc1ccc(NC(=O)N2[C@H]3CC[C@@H]2c2cnc(C)nc2C3)c(C)c1	-23%
COC[C@H]1C[C@@H](NC2CCC2)[C@H](O)[C@@H]1O	16%[115 µM]
COc1cc(CCC(=O)N2CCC3(CC2)NCc2ccccc2-n2ccnc23)on1	14%
COCCNC(=O)[C@H]1CN2CC[C@H]1C[C@@H]2Cn1cc(-c2ccccc2)nn1	15%[86.2 µM]
CN(C)c1ccc([N+](=O)[O-])c2cnccc12	1%
CS(=O)(=O)N1C[C@H]2CCN(Cc3ccc[nH]3)C[C@H]21	14µM*
O=C(NC[C@H]1C[C@@H]2CCN1C[C@@H]2CN1CCN(c2ccc(F)cc2)CC1)Nc1cccc(F)c1	15%
Cc1ccc(NC(=O)c2cn(C)c3ccccc23)c2cccnc12	-17%
CC(Oc1ccccc1)C(=O)NN (configuration not stated)	39%[activator]
N#Cc1ccc(NC(=O)CN2CCC(C(N)=O)CC2)cc1Cl	27%
C#C[C@H]1CN2CC[C@H]1C[C@@H]2CNC(=O)Nc1cccc(C(F)(F)F)c1	-12%[86.2 µM]
O=c1c2ccccc2nc(/C=C/c2ccccc2)n1-c1ccccc1F	3%
CC12CN(CC#N)CC(C)(CN(CC#N)C1)C2=O	34%[activator]
Cn1cccc1CN1CCC2(CN[S+](=O)([O-])c3cccnc3O2)C1 (configuration not stated)	?
COc1ccc(NC(=O)c2cccn(Cc3ccc(Cl)cc3)c2=O)c(OC)c1	?

Rewritten bar-delimited: 3 of the compounds above.
SMILES | KDM5B inh
CC(C)(O)c1cn(C[C@H]2CC3CCN2C[C@@H]3C(=O)NC2CCCCC2)nn1 (some centres not stated) | -11%[86.2 µM]
O=C(c1cn(CCCCn2cc(C(=O)C(F)(F)F)c3ccccc32)c2ccccc12)C(F)(F)F | 27%
O=c1c2ccccc2nc(/C=C/c2ccccc2)n1-c1ccccc1F | 3%

The listing picks up; the 7 compounds before the break are reprinted first.
SMILES	KDM5B inh
CC(Oc1ccccc1)C(=O)NN (configuration not stated)	39%[activator]
N#Cc1ccc(NC(=O)CN2CCC(C(N)=O)CC2)cc1Cl	27%
C#C[C@H]1CN2CC[C@H]1C[C@@H]2CNC(=O)Nc1cccc(C(F)(F)F)c1	-12%[86.2 µM]
O=c1c2ccccc2nc(/C=C/c2ccccc2)n1-c1ccccc1F	3%
CC12CN(CC#N)CC(C)(CN(CC#N)C1)C2=O	34%[activator]
Cn1cccc1CN1CCC2(CN[S+](=O)([O-])c3cccnc3O2)C1 (configuration not stated)	?
COc1ccc(NC(=O)c2cccn(Cc3ccc(Cl)cc3)c2=O)c(OC)c1	?
O=C(Nc1ccc(=O)n2c1[C@@H]1C[C@@H](CN(S(=O)(=O)c3ccccc3)C1)C2)c1cccnc1	123%[activator]
O=C(CCn1ccc2cc(S(=O)(=O)N3CCCCCC3)ccc21)N1CCC2(CC1)OCCO2	-10%
Cc1cccnc1CN1CCN2C(=O)N(c3ccccc3)C[C@H]2C1	-13%[86.2 µM]
O=C1CC2CCN(CC3CCNC3)CC2CCN1 (configuration not stated)	?
N#Cc1ccc(NC(=O)CCC2CCCCC2)cc1Cl	0%
COCc1cn(C[C@H]2C[C@@H]3CCN2C[C@@H]3C(=O)N2CCCC2)nn1	9%[86.2 µM]
Cc1ccc2c(n1)N(C)[C@H](CO)CCN(CC(C)C)C2	16µM*
COc1ccc(-c2cn(C[C@H]3C[C@@H]4CCN3C[C@@H]4C(=O)NC(C)C)nn2)cc1	-4%[86.2 µM]
Cc1cc(C(=O)N2[C@H]3CC[C@@H]2c2cnc(-c4ccc(F)cc4)nc2C3)nn1C	35%
CCN(CC)CCSc1nc2ccccc2c(=O)n1-c1ccc(Cl)cc1	-1%
Cc1ccc(-n2c(/C=C/c3ccco3)nc3ccccc3c2=O)cc1	-13%
O=C1NCc2ccccc2CC12CCCN(Cc1ccncc1)C2 (configuration not stated)	-8%[149 µM]
FC(F)(F)CN1C2CCC1CN(c1cncc(Cl)c1)C2	4%[149 µM]
O=C1CC2CCN(Cc3cccnc3)CC2CCN1 (configuration not stated)	15%[149 µM]
CC(=O)c1ccc(NC(=O)NC[C@H]2C[C@@H]3CCN2C[C@@H]3CN2CCOCC2)cc1	-21%[86.2 µM]
O=C1CC(CO)CN1 (configuration not stated)	24%
CC(=O)Nc1ccc(-c2ccc(=O)n3c2[C@@H]2C[C@@H](CN(C(=O)c4cccs4)C2)C3)cc1	?
CCc1cnc(N2CCC3(CC2)C(=O)Nc2cc(Oc4ccccc4)c(OC)cc23)nc1	32µM*
COc1cccc(S(=O)(=O)N2[C@H]3CC[C@@H]2c2cnc(C)nc2C3)c1	-11%
CCOc1ccc2c(n1)CCNC2	-13%
CC[C@H]1CN2CC[C@H]1C[C@@H]2CNC(=O)NC1CCCCC1	-12%[86.2 µM]
CCC(C)n1c(O)c(C=NC(C)c2ccccc2)c(=O)[nH]c1=S (configuration not stated)	23%
CC(C)NC1CCC(C(C)(C)C)CC1 (configuration not stated)	?
COc1ccc(C(=O)N2[C@H]3CC[C@@H]2c2cnc(C)nc2C3)c(OC)c1	-27%
C/C(=C\c1c[nH]c2ccccc12)[N+](=O)[O-]	?

(more compounds)
SMILES	KDM5B inh
O=C(CCn1cccn1)N1C[C@H](c2cccc(F)c2F)[C@@H]2[C@H]1C1CCN2CC1	-18%
O=C(N1[C@H]2CC[C@@H]1c1cnc(-c3ccc(F)cc3)nc1C2)C1(c2ccccc2)CC1	-11%
CN(C)C(=O)[C@H]1CN2CCC1C[C@@H]2Cn1cc(-c2cccc(O)c2)nn1 (some centres not stated)	4%[86.2 µM]
COc1ccc(-c2cc([C@H]3CN4CC[C@H]3C[C@@H]4CNS(=O)(=O)c3ccc(Cl)cc3)n(C)n2)cc1OC	13%
COC(=O)C1=C(N)Oc2n[nH]c(-c3ccccc3)c2C12C(=O)N(C)c1ccccc12 (configuration not stated)	?
O=C(CN1CCN(C(=O)Cc2n[nH]c(=O)c3ccccc23)CC1)NC1CC1	-18%
Cc1nc(-c2ccc(N(C)C)cc2)cc([C@H]2CN3CC[C@H]2C[C@@H]3CNC(=O)NC(C)C)n1	11µM*
O=C(Nc1cccc(F)c1)N1C[C@@H]2C[C@H](C1)c1c(-c3ccc(Cl)cc3)ccc(=O)n1C2	-22%
c1ccc(C2CNC2)cc1	-19%[287 µM]
Cc1ncc2c(n1)C[C@@H]1CC[C@H]2N1C(=O)Nc1ccccc1F	-5%
Cc1oc2cc(OC(=O)N(C)C)ccc2c(=O)c1-c1ccc(Br)cc1	13%
NC(=O)c1ccc(-c2cccc3c2CCNC3)s1	?
CCc1ccc(CNCCc2ccc(OC)cc2)cc1	-26%
C1COC(CNC2CNC2)C1 (configuration not stated)	-2%[345 µM]
O=[S+]1([O-])NCC2(CCN(CC3CC3)C2)Oc2ncccc21 (configuration not stated)	5%[149 µM]
C=CCn1c(O)c(C(CC)=NCCN2CCN(C(=S)NC)CC2)c(=O)[nH]c1=O	20%
COCC(=O)NC[C@H]1C[C@@H]2CCN1C[C@@H]2c1cc(-c2ccccc2Br)nc(C)n1	7%
NC(Cc1cccc(F)c1)c1cccc(F)c1 (configuration not stated)	-15%
COc1ccccc1N1CCN(Cc2cnc(-c3ccccc3)[nH]2)CC1	20%
C#C[C@H]1CN2CC[C@H]1C[C@@H]2CNC(=O)c1ccc(C(F)(F)F)cc1	?
CC(C)NC(=O)NC[C@H]1C[C@@H]2CCN1C[C@@H]2c1cc(C2CCCC2)nn1C	-17%[86.2 µM]
O=C(NCC1CC1)c1cn(C2CNC2)nn1	-11%
